NPC1 prom act – NPC1 promoter activation; Huh7 NPC1 promoter luciferase reporter, 24 h; Potency, µM (series often up to 9.22 µM), for the others: top-dose activation, actives largely listed as activators; actives 2.4% (n = 320,000); AID 485313;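 note: % of control where 0% means no effect; nearly all actives have a fitted effect of over 60% in size; reporter is driven by a mutant NPC1 promoter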
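Huh7 reporter cells (NPC1 promoter driving luciferase) are dosed with compound for 24 h at 37 °C, 5% CO2; luciferase detection reagent is then added and luminescence measured after 10 min at ambient temperature.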
uPA surface inh – inhibitors of cell surface uPA generation; cell surface uPA generation assay, qHTS; Potency, µM (doses to about 38.3 µM), inactives show top-dose activity change, negative = inhibition, actives largely listed as inhibitors; actives 0.31% (n = 330,000); AID 540303; active = well fitted inhibition curve with a large enough effect; inconclusive = small, poorly fitted or top-dose-only effect; inactive = no such curve, though single readings can be large or run the other way; tested in mouse RAW 264.7 cells; note: % is set by controls: 0 for no effect and ±100 for the full control effect; nearly all actives have a fitted effect of over 55% in size
MBNL1 CUG block – blocks human MBNL1 binding to CUG repeat RNA. Q9NR56. TR-FRET MBNL1-His/biotin-(CUG)12 binding, 665/545 ratio. Potency, µM (highest dose often 57.5 µM), for the others: at the highest dose activity change, negative = inhibition, most hits filed as inhibitors. actives 0.036% (n = 280,000); active = well fitted inhibition curve with a large enough effect in the signal ratio, with a control signal flat, not every such curve was filed as active; inconclusive = small, poorly fitted or top-dose-only effect, or effect the other way, or a change in a side signal; inactive = no such curve, though single readings can be large or run the other way; the % refers to the signal ratio; note: % is set by controls: 0 for no effect and ±100 for the full control effect
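Compound titration spanned 92 nM–58 uM against the MBNL1-His/biotin-(CUG)12 complex. After 60 min at room temperature with 5 nM streptavidin-XL665 and 0.055 ng/ul terbium anti-His, ratiometric 665/545 nm emission (Ex 340 nm) normalized to controls.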
ELG1 genotoxic – genotoxicity induction in ELG1-luciferase HEK293T cells; Potency, µM (series often up to 46 µM), for inactives: at the top dose activity change, positive = activation, usual class: activators; AID 504466; HEK293T ELG1-luciferase reporter, luminescence, 16 h; actives 1.3% (n = 330,000); note: % of control where 0% means no effect; nearly all actives have a fitted effect of over 60% in size
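Quantitative HTS format in 1536-well plates. HEK293T ELG1-luciferase reporter cells receive test compound and are incubated 16 hr at 37 °C, 5% CO2; ONE-Glo added, 30 min room temperature, then luminescence read.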
FLuc counter – counter-screen for miR-21 project: firefly luciferase inhibitors or activators; purified FLuc, Km substrates, luminescence inhibition; Potency, µM (doses to about 57.5 µM), for inactives: top-dose activity change, negative = inhibition, hits mostly inhibitors; actives 6.9% (n = 360,000); AID 588342;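 note: plate controls were vehicle for no effect and reference inhibitor for full effect; nearly all actives have a fitted effect of over 55% in size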
Target sequence (P08659 whole entry, looked up): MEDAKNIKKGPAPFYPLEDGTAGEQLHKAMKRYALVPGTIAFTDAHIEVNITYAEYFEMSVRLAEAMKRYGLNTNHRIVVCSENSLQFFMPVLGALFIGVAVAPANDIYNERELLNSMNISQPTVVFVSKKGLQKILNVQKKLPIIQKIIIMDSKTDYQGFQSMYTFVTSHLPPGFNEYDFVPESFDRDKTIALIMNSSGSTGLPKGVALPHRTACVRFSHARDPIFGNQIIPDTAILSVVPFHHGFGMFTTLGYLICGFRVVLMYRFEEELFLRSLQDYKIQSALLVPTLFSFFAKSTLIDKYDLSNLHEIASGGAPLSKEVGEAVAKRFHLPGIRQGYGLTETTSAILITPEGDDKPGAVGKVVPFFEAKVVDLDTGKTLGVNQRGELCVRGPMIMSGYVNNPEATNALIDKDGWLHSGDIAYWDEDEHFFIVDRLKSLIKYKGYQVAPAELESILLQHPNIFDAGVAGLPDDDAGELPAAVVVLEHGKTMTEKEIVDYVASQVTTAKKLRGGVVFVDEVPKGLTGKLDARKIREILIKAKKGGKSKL
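Purified P. pyralis luciferase, 10 nM final, with Km-level 10 uM D-luciferin and 10 uM ATP in 50 mM Tris acetate pH 7.5, 10 mM Mg acetate, 0.01% Tween-20, 0.05% BSA; 6-point qHTS titration about 60 µM downward; luminescence read.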
p53 reactivation – re-activators of mutant p53; H1299 p53-A138V BP100-luciferase reporter, luminescence, 24 h; Potency, µM (highest dose often 92.2 µM), for inactives: at the highest dose activity change, positive = activation, usual class: activators; actives 0.063% (n = 320,000); AID 504706; note: % of control where 0% means no effect; nearly all actives have a fitted effect of over 45% in size
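H1299 (p53-null), stable ts p53-A138V + BP100-Luc; 1000 cells/well, Opti-MEM/10% FBS; cpd 4 pt, 1:5; 24 h, 37 deg C, 5% CO2; detection reagent 10 min RT; luminescence.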
BRCA1 expr act – BRCA1 expression activation | MCF7-BRCA1-FFLuc reporter, luminescence, 48 h; response scale: scaled: vehicle 0%, 10 µM genistein 100% | actives 1.1% (n = 380,000) | Potency, µM (doses to about 46.1 µM), without a hit: at the top dose activation, most hits filed as activators | AID 624202; note: nearly all actives have a fitted effect of over 80% in size; some results filed as inactive show a strong effect at the top dose
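Quantitative HTS in MCF7 cells stably reporting BRCA1 expression via firefly luciferase. Compound treatment lasts 48 h at 37 °C in phenol-red free MEM. Activation is expressed relative to genistein at 10 microM and DMSO.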
Gal4-VP16 FLuc – counter-screen for ROR gamma inhibitors: Gal4-VP16 reporter. Potency, µM (top dose mostly 53.6 µM), without a hit: top-dose activity, negative = inhibition, actives largely listed as inhibitors. Drosophila S2 Gal4-VP16 UAS-luciferase, luminescence, 20 h. actives 3.5% (n = 310,000);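 note: Gal4-VP16 expression switched on by copper sulfate through the metallothionein promoter; % is set by controls: 0 for no effect and ±100 for the full control effect; nearly all actives have a fitted effect of over 50% in size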
Rab9 promoter act – Rab9 promoter activation | Huh7 Rab9 promoter-luciferase reporter, luminescence, 24 h | Potency, µM (titrated, usually from 9.22 µM), without a hit: top-dose activation, negative = inhibition, actives largely listed as activators | actives 2.8% (n = 320,000) | AID 485297; note: % of control where 0% means no effect; nearly all actives have a fitted effect of over 60% in size
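Luminescence from Amplite-detected luciferase (10 minutes, ambient) reports Rab9 promoter activation. Before that, stable Rab9-luciferase Huh7 cells (1500/well, reduced-serum OP-MEM I plus 10% FBS) were exposed to compound for 24 hours at 37C.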
RORgamma inh – inhibitors of mouse ROR gamma transcriptional activity; Drosophila S2 Gal4-RORgamma UAS-luciferase reporter, 20 h; Potency, µM (series often up to 53.6 µM), inactives show at the top dose activity change, negative = inhibition, hits mostly inhibitors; actives 5.4% (n = 310,000); note: % is set by controls: 0 for no effect and ±100 for the full control effect; nearly all actives have a fitted effect of over 60% in size
Target sequence (P51450 whole entry, looked up, the tested form may be a part): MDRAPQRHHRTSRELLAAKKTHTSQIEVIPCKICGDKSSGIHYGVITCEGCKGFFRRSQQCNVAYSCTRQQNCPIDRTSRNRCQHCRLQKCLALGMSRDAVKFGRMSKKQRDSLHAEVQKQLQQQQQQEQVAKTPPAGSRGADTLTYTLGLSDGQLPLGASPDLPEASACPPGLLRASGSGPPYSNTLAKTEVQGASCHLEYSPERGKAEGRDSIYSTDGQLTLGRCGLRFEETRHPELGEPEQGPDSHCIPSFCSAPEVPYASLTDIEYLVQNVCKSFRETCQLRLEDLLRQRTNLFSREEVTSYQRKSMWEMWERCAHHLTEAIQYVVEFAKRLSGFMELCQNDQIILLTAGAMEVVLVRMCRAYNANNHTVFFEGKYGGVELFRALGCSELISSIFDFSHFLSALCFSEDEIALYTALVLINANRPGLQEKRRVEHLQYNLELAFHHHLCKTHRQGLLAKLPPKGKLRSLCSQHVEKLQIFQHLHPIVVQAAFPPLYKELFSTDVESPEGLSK
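In this cell-based reporter format, copper sulfate (700 uM final) drives Gal4–ROR gamma fusion expression from a metallothionein promoter in Drosophila Schneider cells; compounds preincubated 1 hr, reporter read after 20 hr at ambient temperature.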
CXXC DNA block – blocks binding of human MLL CXXC domain to DNA; actives 0.037% (n = 290,000); Q03164; MLL-CXXC / FITC-HOXA9 DNA fluorescence polarization; Potency, µM (titrated, usually from 115 µM), without a hit: at the top dose activity change, negative = inhibition, usual class: inhibitors; AID 2662; active = well fitted inhibition curve with a large enough effect in the polarisation, with a control signal flat, not every such curve was filed as active; inconclusive = small, poorly fitted or top-dose-only effect, or effect the other way, or a change in a side signal; inactive = no such curve, though single readings can be large or run the other way; the % refers to the polarisation
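Fluorescence polarization: 7 uM MLL-CXXC (stock) preincubated 5 min with compounds, then 50 nM fluorescein-HOX-A9 DNA (stock) added; 30 min ambient. Buffer 50 mM Tris-HCl pH 7.5, 50 mM NaCl, 1 mM DTT, 0.05% BSA.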
An asterisk follows results filed as active; ? = inconclusive; nt = not tested or not shown; ! = repeats disagree; [ ] = remark or other dose. Unless noted, calls come from the whole dose curve; as a rule, active = well fitted curve in the direction sought with a large enough effect; inconclusive = small, poorly fitted or top-dose-only effect, or another doubt; inactive = no such curve, though single readings can be large; an effect the other way counts as inactive or inconclusive. Potency is the fitted concentration of half-maximal effect.

SMILES	NPC1 prom act	uPA surface inh	MBNL1 CUG block	ELG1 genotoxic	FLuc counter	p53 reactivation	BRCA1 expr act	Gal4-VP16 FLuc	Rab9 promoter act	RORgamma inh	CXXC DNA block
CC1(C)CC(=O)C2=C(C1)NC(=O)CC2c1ccccc1F (configuration not stated)	-1%	8%	-12%	1%	7%	-7%	-5%	-1%	-4%	8%	0%
O=C(OCc1cccc(F)c1)c1ccc2c(c1)-c1ccccc1C2=O	20%	nt	-14%	11%	-16%	?	11µM*	-5%	14%	2%	-2%
Cc1ccc(C(=O)C2CCN(CC(=O)NC3CCCCC3)CC2)cc1	0%	nt	6%	-10%	2%	-4%	-34%	1%	-7%	19%[10 µM]	5%
COc1ccc(C2C(C(C)=O)=C(O)C(=O)N2c2nccs2)c(OC)c1 (configuration not stated)	-8%	-6%	?	1%	5%	0%	1%	-4%[10 µM]	-2%	-9%	1%
OCC[C@H]1C[C@@H](O)[C@H](O)[C@]2(OCCc3ccccc32)O1	1%	13%	nt	-3%	3%	2%	3%	nt	-1%	nt	nt
O=C(Nc1nnc(S(=O)(=O)Nc2ccccc2)s1)c1ccccc1Cl	-3%	1%	-2%	3%	9.5µM*!	0%	4%	-6%	-2%	-3%	-4%
CCn1ccnc1CN(C)C(=O)c1cc(COc2ccc(OC)c3ccccc23)on1	-6%	3%	?	-4%	4%	-15%	-13%	28µM*	6%	-81%	-1%
O=C(CSc1ncccn1)Nc1ccc(S(=O)(=O)N2CCCCC2)cc1	1%	3%	12%	0%	0%	-7%	-8%	2%	0%	14%	-8%
CC(NC(=O)c1ccccc1)C(=O)NNC(=O)c1ccccc1Cl (configuration not stated)	-1%	6%	nt	-2%	-2%	3%	-19%	nt	-2%	nt	nt
O=C(N/N=C/c1cccs1)c1n[nH]c2c1CCC2	?	-13%	47%[activator]	?	3.4µM*	?	-47%	?	?	?	13%
CCOC(=O)c1c(C)nn(Cc2cccc(Cl)c2)c1N	-1%	-5%	-7%	-2%	-2%	-17%	-17%	-3%	2%	13%	16%
CCCCC#Cc1ccc2c(c1)COc1c3ccccc3nn1-2	0.35µM*	-2%	-1%	?	2.7µM*	22%	?	0%	7.1µM*	-16%	1%
Cc1ccc(C)c(S(=O)(=O)N2CCCC2CNC(=O)C(=O)NCc2ccco2)c1 (configuration not stated)	-4%	-4%	nt	0%	2%	-3%	1%	nt	0%	nt	nt
Cc1ccc(-n2c(C)n[nH]c2=S)cc1	-1%	-3%	nt	2%	1%	0%	-2%	?	3%	11µM*	8%
O=C(O)c1ccc(OC2CSC2)cc1	-6%	3%	-25%	-5%	7%	-21%	-20%	0%	-4%	-12%	18%
CC(=O)NNC(=O)c1sc(=S)n2c1[nH]c(=O)c1sccc12	-4%	1%	?	-1%	19µM*	1%	-7%	-29%	-4%	?	-16%
Cc1cc(-c2nnc(SCC(=O)Nc3ccc(Cl)cn3)n2N)n[nH]1	-2%	-6%	10%	-2%	-3%	0%	-20%	-14%	-2%	-11%	1%
Cc1ccc(NC(=O)CSCC(=O)N(C)Cc2ccc(Cl)c(Cl)c2)cc1	-3%	2%	nt	0%	1%	0%	-5%	nt	1%	nt	nt
O=C(O)CSc1nc2c(c(=O)[nH]1)CCCC2	0%	nt	-7%	2%	-1%	20%	-24%	2%	20%	-11%	-7%
COc1ccccc1OCCNC(=O)Nc1ccc(Br)cc1	0%	1%	-3%	-3%	2%	-3%	13%	-2%	-2%	?	3%
CCC1CCCCN1Cc1ccc(N)cc1 (configuration not stated)	0%	-2%	0%	-1%	1%	4%	-6%	-9%	-7%	5%	1%
O=C(N/N=C/c1ccoc1)c1ccc([N+](=O)[O-])cc1	4%	3%	?	7%	21µM*	1%	2%	?	1%	?	-3%
CCO[C@@H]1OC(C(N)=O)=C[C@H](c2cn(C(C)=O)c3ccccc23)[C@H]1CCCO	-1%	-2%	-7%	0%	4%	-4%	-10%	-3%	-1%	0%	5%
c1ccc(-c2csc3ncnc(N4CCOCC4)c23)cc1	-3%	1%	3%	2%	0%	2%	-19%	2%	-2%	0%	-1%
COC(=O)Cc1c(C)c2c(O)cc(C)cc2oc1=O	nt	-1%	48%[activator]	nt	-11%	nt	29%	4%	nt	18%	4%

(continued)
SMILES	NPC1 prom act	uPA surface inh	MBNL1 CUG block	ELG1 genotoxic	FLuc counter	p53 reactivation	BRCA1 expr act	Gal4-VP16 FLuc	Rab9 promoter act	RORgamma inh	CXXC DNA block
COc1cc(O)oc1C=Nc1ccccc1	4%	3%	-3%	1%	-10%	4%	2%	-1%	14%	15%	-4%
COc1ccccc1[C@@H]1C(c2ccccc2)=NN(c2ccc(Br)cc2)[C@H]1C(=O)N1CCOC1=O	nt	12%	nt	1%	nt	-3%	-22%	-4%[40.7 µM]	nt	-21%[40.7 µM]	nt
COc1ccc2ccccc2c1/C=N/NC(=S)NCCN1CCOCC1	-4%	-1%	19%	-6%	3%	3%	-16%	4.5µM*	-4%	4.5µM*	-1%
CSc1cc(C)n(-c2ccccc2C)c(=S)c1C(C)=O	1%	0%	-1%	3%	0%	7%	-16%	3%	-2%	-7%	-5%
CCN(CC)S(=O)(=O)c1ccc(N=Cc2c(C)c(C#N)c(=O)n(C)c2O)cc1	-3%	6%	?	-1%	-1%	-4%	3%	3%	1%	2%	5%
COc1ccc(NC(=O)c2cc(Cl)ccc2NC(=O)c2ccco2)c(OC)c1	1%	2%	-7%	-4%	?	0%	-12%	20%	1%	6%	-9%
Cn1c(=O)c2c(SCC(=O)Nc3ccc4c(c3)OCCO4)nc(CC(C)(C)C)nc2n(C)c1=O	1%	12%	7%	-25%	2%	3%	-4%	-1%	1%	-7%	10%
COc1ccc(Cl)cc1NC(=O)c1oc(C)nc1C	12%	nt	5%	1%	-1%	1%	-72%	-9%	-3%	-6%	1%
O=C(CCCn1cc([N+](=O)[O-])cn1)Nc1ccc2c(c1)OCO2	10%	-1%	6%	1%	-3%	5%	2%	-4%	9%	-1%	21%
CCOc1ccc(C(=O)Nn2cnnc2)cc1	12%	-5%	2%	1%	-4%	-3%	-14%	3%	1%	-16%	-7%
COc1ccc(N(CC(=O)NCCSc2ccccc2)S(C)(=O)=O)cc1	-3%	0%	-10%	-1%	-2%	-3%	0%	-11%	-2%	9%	5%
O=c1ccc(C(F)(F)F)cn1Cc1cc(=O)n2cc(Br)ccc2n1	-1%	5%	?	0%	0%	-2%	-1%	3%	-4%	0%	3%
Cc1c(C(=O)OCC(=O)NCC2CCCO2)cccc1[N+](=O)[O-] (configuration not stated)	-4%	-1%	4%	3%	3%	3%	14%	-16%	-1%	-18%	8%
CC(=O)c1sc(NC(=O)CCOc2ccccc2)nc1C	25%	-11%	15%	?	?	-2%	?	-7%	?	?	-7%
Cn1nc(C(=O)Nc2cc(Cl)ccc2N2CCCC2)c2ccccc2c1=O	1%	0%	nt	-3%	9%	9%	-76%	nt	-5%	nt	nt
Cc1ccc(-c2cc(C(=O)N3CCN(c4ccccc4O)CC3)c3ccccc3n2)o1	?	-12%	10%	0%	0.76µM*	11%	4.5µM*	-17%	2.2µM*	-23%	18%
COc1ccc(C)cc1S(=O)(=O)N(C)CC(=O)NCc1ccco1	-2%	0%	1%	0%	7%	-1%	-8%	3%	2%	12%	-13%
O=C(c1cccnc1)N1CCCc2ccccc21	1%	-6%	1%	3%	3%	5%	3%	-3%	7%	-20%	2%
O=C(c1ccc(Cl)cc1)C(CN1CCCCC1)c1ccccc1 (configuration not stated)	-12%	-3%	0%	-15%	-8%	-16%	-72%	?	-17%	?	-16%
Cc1cccc(-n2c(O)c(C=Nc3ccc(O)cc3)c3ccccc3c2=O)n1	-3%	?	?	-2%	-11%	-18%	-26%	-2%	-2%	8%	20%
Cc1c(C)n(C)c2ccc(C(=O)N3CCN(c4ccccn4)CC3)cc12	7%	8%	8%	0%	-1%	-8%	-9%	5%	-3%	-21%	7%
CCN(CC)C(=O)c1sc(NC(=S)N2CCN(C(=O)C3CCCO3)CC2)c(C(=O)OC)c1C (configuration not stated)	-2%	2%	-5%	-10%	-3%	0%	-5%	5%	5%	-18%	53%[activator]
CCOCCCn1c(C)nc2c(c1=O)c1nc3ccccc3nc1n2CCC1=CCCCC1	-8%	-9%	4%	-12%	-1%	-2%	-69%	-9%	-6%	-10%	0%
COC(=O)C1CN(C(=O)C(C)Oc2ccccc2F)c2ccccc2O1 (configuration not stated)	-3%	-3%	-17%	-1%	4%	-2%	-4%	0%	7%	-7%	-3%

An excerpt, so the mix of outcomes need not match the whole.
